Screening results from PubChem BioAssay.
Pf apPOL block = Pf-apPOL DNA polymerase inhibition | Recombinant Pf-apPOL, molecular beacon fluorescence, 1.5 h | 0.25% of 210,000 active | inhibition, % at 10 µM
mHTT CaM bind = inhibitors of human mutant huntingtin-calmodulin interaction. P42858. AlphaScreen His-mHTT/GST-CaM binding, luminescence. inhibition, % at 15 µM. 3.6% of 190,000 active. AID 1671202;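 further: 0% = both proteins with DMSO and 100% = one protein alone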
The depositor's hits bear a star; i = inactive; x = not tested or not shown; & = joins results of further samples. No stated cut-off is given here; in the data, active means inhibition above about 50%; inactive means the rest.

SMILES | Pf apPOL block | mHTT CaM bind
O=C(NCc1ccco1)C1CCCN(c2ccc(-n3ccnc3)nn2)C1 (stereo not drawn) | 0 | -8
COc1ccc(-c2[nH]ncc2-c2ccccc2)c(O)c1C | 0 | 42
CCOc1ccc(NCC(O)Cn2c(C)c(C)c3ccccc32)cc1 (stereo not drawn) | -2 | 84*
CC1=NN(C(=O)c2cccc(Cl)c2)C(O)(c2ccc(Cl)cc2)C1 (stereo not drawn) | -8 | 54*
FC(F)Oc1ccc(/C=C/c2nnc(-c3ccncc3)o2)cc1 | x | -1
CCc1cccc(NC(=O)Cn2nc3c(cc2=O)CC(C)CC3)c1 (stereo not drawn) | -5 | -3
COc1ccc2nc(SCC(=O)N3CCc4ccccc4C3)[nH]c2c1 | 0 | 15
COc1ccc(CCNC(=O)COc2ccccc2OC)cc1OC | -9 | -6
O=C(NC1CCN(Cc2ccccc2)CC1)c1cc2cn(C3CC3)cc2s1 | 6 | 47
CCc1ccc(-n2c(C)nc3cc(C(=O)NCC4CCCO4)ccc32)cc1 (stereo not drawn) | -1 | 21
CCc1cccc2sc(NC(=O)NCCOC)nc12 | -3 | -11
COc1ccc2[nH]cc(CCN3CC(C(=O)Nc4cccc(C)c4C)CC3=O)c2c1 (stereo not drawn) | 2 | 15
O=C(Nc1ccc(-c2nc3ccccc3o2)cc1)C1CC1 | 7 | 8
CCc1ccc(C2=CC(c3ccc(Cl)cc3)n3nnnc3N2)cc1 (stereo not drawn) | -2 | -9
Cc1ccc(S(=O)(=O)N2CC(=O)N(O)C2c2ccccc2)cc1 (stereo not drawn) | 0 | 5

Sorted by molecular weight (smallest number first): three of the compounds above.
SMILES | Pf apPOL block | mHTT CaM bind
O=C(Nc1ccc(-c2nc3ccccc3o2)cc1)C1CC1 | 7 | 8
CCc1cccc(NC(=O)Cn2nc3c(cc2=O)CC(C)CC3)c1 (stereo not drawn) | -5 | -3
Cc1ccc(S(=O)(=O)N2CC(=O)N(O)C2c2ccccc2)cc1 (stereo not drawn) | 0 | 5

(more compounds)
SMILES | Pf apPOL block | mHTT CaM bind
CCN(CC)CCC(c1ccc2c(c1)OCO2)c1c(O)cc(OC)cc1OC (stereo not drawn) | -11 | 27
O=C1CSC(c2cc3ccccc3o2)N1c1ccc(F)cc1 (stereo not drawn) | 4 | x
O=C(CSc1nccn1-c1ccc([N+](=O)[O-])cc1)NC1CCCCC1 | 6 | -6
CCC1CN(C(=O)NCc2ccccc2)c2ccccc2O1 (stereo not drawn) | -2 | -19
CCNC(=O)c1cc(C)nc2ccc(C)cc12 | -3 | -5
COc1ccc(C(=O)N2CCC(c3nc(CCNC(C)=O)cs3)CC2)c(C)c1 | 0 | -1
O=C(c1ccsc1)N1CCC(c2nc(-c3ccccc3)no2)C1 (stereo not drawn) | -4 | -6
Cc1nc2ccccc2nc(C)c1=NOCc1ccccc1Cl | -5 | -13
O=C1C=CC(=O)N1CCCCCCN1C(=O)C=CC1=O | -4 | 2
Cc1cc(OCC(=O)Nc2ccc(C)c(F)c2)nc(N2CCCC2)n1 | 1 | -6
CSc1c(C#N)c(-c2ccc(Cl)cc2)nn1C(=O)c1ccccc1Cl | 0 | x
O=C1CN(C(=O)c2ccc3c(c2)CCCC3)c2ccccc2N1 | 3 | 1
COc1cccc(-c2cc(C(=O)Nc3cccc(C(C)=O)c3)c3ccccc3n2)c1 | -1 | 20
CC(C)c1cc(C2CCCN2C(=O)c2ccccc2)on1 (stereo not drawn) | 11 | 3
COc1ccc(C2(C)SC(NC(C)=O)=NN2C(C)=O)cc1OC (stereo not drawn) | -6 | 3
CCOc1ccccc1C(=O)N1CC(=O)Nc2ccc(Cl)cc2C1c1ccc(F)cc1 (stereo not drawn) | -3 | 35
CC(C)N(C(=O)Cc1ccc([N+](=O)[O-])cc1)C(C)C | -6 | -5
CCN1CCN(Cc2oc(CO)cc(=O)c2O)CC1 | -9&-6 | -2&-16
O=C(Cc1ccccc1)N1CCN(c2nc(CN3CCOCC3)cs2)CC1 | 1 | 8
CC(C)c1nnc(NC(=O)C(Br)C(C)C)s1 (stereo not drawn) | 0 | -5
Cc1cc(C)c(Cc2c(C)nc3c(C(=O)NCc4ccco4)cnn3c2C)c(C)c1 | -8 | 13
O=C(NC1CCCCCC1)C1CCCN(C(=O)c2ccccc2Cl)C1 (stereo not drawn) | -3 | 22
COc1ccccc1N1C(=O)c2ccc(Oc3ccccc3)cc2C1=O | -2 | -20
COc1ccc2oc(=O)c(-c3csc(/C(C#N)=C/c4ccc(F)cc4)n3)cc2c1 | 1 | 2
COc1ccc(NC(=O)C2CCCN(C(=O)c3cccc(C(F)(F)F)c3)C2)cc1 (stereo not drawn) | -4 | 33
CC(C)(C)S(=O)(=O)c1cnc(-c2ccccn2)nc1N | 6&-18 | x
O=C(Cn1cc(-c2ccc(F)cc2)oc1=O)N1CCN(c2ccc(Cl)cc2)CC1 | -2 | 0
Cc1ccc(N2CN=c3s/c(=C\c4ccccc4O)c(=O)n3C2)cc1 | -4 | 4
Cn1nc(-c2ccc(F)cc2)cc1C(=O)NCCCC(=O)Nc1cccc2cccnc12 | 0 | 30
CCOc1ccc(C(=O)Nc2cc(OC)c(Cl)cc2OC)cc1 | -3 | 2
Cc1cc(C)nc(NC(=O)COc2ccc(Cl)cc2Cl)c1 | 0 | -2
Cc1ccc(S(=O)(=O)c2ccc(C)c(C)c2)cc1C | -8 | -11
Cc1ccc(NC(=O)CN2CCC(c3nc(-c4cccc(F)c4)no3)CC2)c(C)c1 | -7 | -7
CC(=O)N1CCc2cc(C(=O)NCc3ccccc3)ccc21 | -2 | -4
CC1=NNC(=O)C1CC(=O)N/N=C/c1ccc(C)o1 (stereo not drawn) | x | i
NC(=NS(=O)(=O)c1cc(Cl)c(Oc2ccc([N+](=O)[O-])cc2Cl)c(Cl)c1)c1ccccn1 | 7&-5 | x
O=C(O)CCC(=O)Nc1ccccc1C#Cc1ccc(Br)cc1 | -3 | 1
COCCN1C(=O)C(=O)C(=C(O)c2ccc(Cl)cc2)C1c1ccccc1F (stereo not drawn) | -7 | -4
Cc1noc(C)c1CC(=O)N1CCCCC1c1nc(C2CC2)no1 (stereo not drawn) | -3 | 2
COc1ccc(S(=O)(=O)N(CC(=O)NCC2CCCO2)Cc2ccccc2)cc1 (stereo not drawn) | 0 | 3
Cc1cc(Cl)nc(Cl)c1C(=O)NCc1ccc(Cl)cc1 | 1 | -3
O=C(O)CCCCCN1C(=O)C2C3C=CC(C3)C2C1=O (stereo not drawn) | 4 | -3
Cc1c(C(=O)NC(C)c2ccccc2)cnc2c(-c3cccc(Cl)c3)cnn12 (stereo not drawn) | -6 | -6
CCN1CCN(c2cc(C)c3cc(NC(=O)Cc4ccc(OC)c(OC)c4)ccc3n2)CC1 | 1 | 14
Cn1cnnc1SCCNC(=O)C1CN(c2nc3ccccc3s2)C1 | -18 | -14
Cc1ccc(CNC(=O)c2ccc3c(c2)CC(=O)N3C)cc1 | -3 | 7
Cc1noc(C)c1NC(=O)c1cc(C)n(C(F)F)n1 | x | -3
CCOc1ccccc1N1CCN(Cc2ccc([N+](=O)[O-])s2)CC1 | -2 | 17
CC1CCN(CCCNC(=O)C2CN(C(=O)c3ccncc3)CC23CCCCC3)CC1 (stereo not drawn) | 2 | 7
CCN(CC)CCNC(=O)c1cc(-c2cccnc2)nc2ccccc12 | -11 | -15
NC(=O)c1ccc(-n2cccc2)nc1 | 1 | 11
CC(O)(CCc1ccccc1)CNC(=O)NC1CCCCC1 (stereo not drawn) | -1&-6 | -4&-16
COc1ccc(CCNC(=O)COc2cc(C)c(Br)c(C)c2)cc1OC | -3 | 18
CC(=O)Nc1c(O)nc(SCC(=O)NC(C)c2ccccc2)[nH]c1=O (stereo not drawn) | 2 | -2
COc1cc([N+](=O)[O-])cc(C=Nc2ccc3oc(-c4cccc(C)c4)nc3c2)c1O | -2 | -3
CC(=O)c1ccc(NC(=O)c2cc3nc(-c4ccc5c(c4)OCO5)cc(C(F)(F)F)n3n2)cc1 | -35 | 5
Cc1cccnc1NC(=O)Nc1ccc(F)cc1F | 14 | -5
CCCNC(=O)C1CCN(c2nc3ccc(-c4cccc(OC)c4)nc3s2)CC1 | -6 | 5
O=C(COc1ccc(NC2=NS(=O)(=O)c3ccccc32)cc1)N1CCOCC1 | -12 | 0
CCn1cc(C=C2Oc3cc(O)cc(C)c3C2=O)c2ccccc21 | 6 | 25

Next part
SMILES | Pf apPOL block | mHTT CaM bind
O=C(NCC1(O)CCc2ccccc21)c1cccs1 (stereo not drawn) | -7 | -7
CCc1ccc(S(=O)(=O)N2CCCC2c2nc(-c3cccc(C)c3)no2)cc1 (stereo not drawn) | 1 | -20
Clc1ccc(Nc2ncnc3c2nc2n3CCCCC2)cc1 | -4 | 0
O=C(Nc1cccc(Cl)c1Cl)c1cc(S(=O)(=O)N2CCc3ccccc3C2)ccc1F | 0 | -1
COc1cc(C(CCN2CCOCC2)c2c(OC)cc(OC)c3c(-c4ccccc4)cc(=O)oc23)cc(OC)c1OC (stereo not drawn) | -22 | 75*
COc1ccc(N2CC(C(=O)N3CCCCC3C)CC2=O)cc1 (stereo not drawn) | -8 | 21
Cc1cccc2oc(-c3cccc(N=Cc4ccc(O)cc4O)c3)nc12 | -2 | 36
CC(=O)C1=C(C)NC(SCC=C(C)C)=C(C#N)C1c1ccco1 (stereo not drawn) | -4 | -42
O=C(Nc1cccnc1)c1cccc(S(=O)(=O)N2CCCCCC2)c1 | -9 | -5
CC(C)S(=O)(=O)c1ccc(-c2nnc(NC(=O)NCc3cccs3)o2)cc1 | -3 | -10
COc1ccc(OC)c(/C=c2\sc3nnc(-c4ccccc4C)n3c2=O)c1 | -3 | -5
Cc1noc(COC2CCN(S(=O)(=O)C3CC3)CC2)n1 | 0 | 0
COc1cccc(CN(C)CCN(C)C)c1O | 1 | 6
Clc1cccc(-c2noc(Cn3ccnc3)n2)c1 | -13 | -2
Cc1cc(NC(=O)C(=O)NCC(O)c2cccc3ccccc23)no1 (stereo not drawn) | -10 | -11

Quoted from the listing.
`O=C(Nc1cccnc1)c1cccc(S(=O)(=O)N2CCCCCC2)c1` @ Pf apPOL block: -9
`COc1ccc(N2CC(C(=O)N3CCCCC3C)CC2=O)cc1` (stereo not drawn) @ Pf apPOL block: -8
`O=C(NCC1(O)CCc2ccccc21)c1cccs1` (stereo not drawn) @ mHTT CaM bind: -7

Remaining list, next part.
SMILES | Pf apPOL block | mHTT CaM bind
Cc1oc(C2CCN(C(=O)Cc3ccsc3)CC2)nc1C(=O)N1CCCC1 | -2 | 26
COC(=O)c1scc(C)c1NC(=O)C(C#N)=Cc1ccc(C#N)cc1 | -4 | x
c1ccc2[nH]c(CN3CCCCC3)nc2c1 | -12 | 4
COc1cccc2cc(C#N)c(=N)oc12 | 12 | x
N#Cc1c(N)nc2c(c1-c1ccc(Br)s1)CCCCCC2 | x | 1
O=C(NCCc1ccccc1)N1CC2CC(NS(=O)(=O)c3ccccc3)C1C2 (stereo not drawn) | -5 | 3
Cc1ccccc1CNC(=O)C1CCCN(c2nn3c(=O)c4c(nc3s2)CCCC4)C1 (stereo not drawn) | 0 | 35
CC(C)Sc1cccc(C(=O)Nc2nnc(-c3ccnn3C(C)C)o2)c1 | -214 | 68*
Cc1noc(C)c1C1CCCN1C(=O)CCc1ccccc1 (stereo not drawn) | -3 | -2
Cc1ccc(NC(=O)Cn2cc(-c3ccc(C)cc3)oc2=O)cc1 | 0 | 1
O=C(CCN1CCCCCC1)Nc1ccc(F)c(F)c1 | 10 | 3
Cn1cc(CC(=O)NC2CCCCC2)c2cccnc21 | 2 | -11
CCN1CCCC1CN1C(=O)CCc2c(C)nc(-c3ccccc3)nc21 (stereo not drawn) | 5 | 2
O=C(c1ccco1)N1CCCCC1c1nncn1Cc1ccccc1 (stereo not drawn) | -2 | -3
Cc1ccnc(N2CCC(C(=O)NCCN3CCCCC3C)CC2)n1 (stereo not drawn) | 1 | -6

The last 5 entries of the section before are carried over, then new ones follow:
SMILES | Pf apPOL block | mHTT CaM bind
O=C(CCN1CCCCCC1)Nc1ccc(F)c(F)c1 | 10 | 3
Cn1cc(CC(=O)NC2CCCCC2)c2cccnc21 | 2 | -11
CCN1CCCC1CN1C(=O)CCc2c(C)nc(-c3ccccc3)nc21 (stereo not drawn) | 5 | 2
O=C(c1ccco1)N1CCCCC1c1nncn1Cc1ccccc1 (stereo not drawn) | -2 | -3
Cc1ccnc(N2CCC(C(=O)NCCN3CCCCC3C)CC2)n1 (stereo not drawn) | 1 | -6
O=C(CN(C1CCCCC1)S(=O)(=O)c1ccc(Br)cc1)NCc1ccncc1 | -1 | 17
Cc1ccc(S(=O)(=O)N2CCSC2c2cccc([N+](=O)[O-])c2)cc1 (stereo not drawn) | 3 | -3
O=c1oc2ccccc2cc1-c1nc(-c2ccc(C(F)(F)F)cc2)no1 | -7 | -5
O=C(Cc1ccccc1F)N1CCC(Nc2cccnc2)C1 (stereo not drawn) | 1 | -3
COc1cc(C2C(C#N)=C(N)Oc3n[nH]c(C(F)(F)F)c32)cc(OC)c1OC (stereo not drawn) | 0 | 7
CC(C)n1c2ccccc2c2nnc(SCN3C(=O)c4ccccc4C3=O)nc21 | -11 | 10
Cc1ccccc1S(=O)(=O)N1CCC(CN2CCCC(C)C2)CC1 (stereo not drawn) | 3 | 5
CC1CCCCC1NS(=O)(=O)c1cccc2nsnc12 (stereo not drawn) | -9 | 4

Pulled by structure from above (six):
SMILES | Pf apPOL block | mHTT CaM bind
COc1ccc(CCNC(=O)COc2ccccc2OC)cc1OC | -9 | -6
COc1cc([N+](=O)[O-])cc(C=Nc2ccc3oc(-c4cccc(C)c4)nc3c2)c1O | -2 | -3
CCN(CC)CCC(c1ccc2c(c1)OCO2)c1c(O)cc(OC)cc1OC (stereo not drawn) | -11 | 27
COc1ccc2oc(=O)c(-c3csc(/C(C#N)=C/c4ccc(F)cc4)n3)cc2c1 | 1 | 2
CCc1ccc(C2=CC(c3ccc(Cl)cc3)n3nnnc3N2)cc1 (stereo not drawn) | -2 | -9
Cc1ccc(S(=O)(=O)N2CC(=O)N(O)C2c2ccccc2)cc1 (stereo not drawn) | 0 | 5
